# TEAD-YAP inh: TEAD-YAP interaction inhibition. actives 1.4% (n = 640,000). inhibition, % at 9.12 µM. AID 1259422. HEK-TIYL cells, TEAD-Gal4/YAP UAS-luciferase luminescence; in the data active means inhibition above about 32%;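 further: 0% = median of test compound wells and 100% = reference inhibitor wells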
# MITF inh: human MITF inhibition, primary screen | inhibition, % at 2.6 µM | AlphaScreen MITF homodimerization, bead proximity signal | actives 0.91% (n = 650,000) | O75030; in the data active means inhibition above about 50%;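 further: 0% = vehicle wells with protein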
# Target sequence (O75030 whole entry, looked up): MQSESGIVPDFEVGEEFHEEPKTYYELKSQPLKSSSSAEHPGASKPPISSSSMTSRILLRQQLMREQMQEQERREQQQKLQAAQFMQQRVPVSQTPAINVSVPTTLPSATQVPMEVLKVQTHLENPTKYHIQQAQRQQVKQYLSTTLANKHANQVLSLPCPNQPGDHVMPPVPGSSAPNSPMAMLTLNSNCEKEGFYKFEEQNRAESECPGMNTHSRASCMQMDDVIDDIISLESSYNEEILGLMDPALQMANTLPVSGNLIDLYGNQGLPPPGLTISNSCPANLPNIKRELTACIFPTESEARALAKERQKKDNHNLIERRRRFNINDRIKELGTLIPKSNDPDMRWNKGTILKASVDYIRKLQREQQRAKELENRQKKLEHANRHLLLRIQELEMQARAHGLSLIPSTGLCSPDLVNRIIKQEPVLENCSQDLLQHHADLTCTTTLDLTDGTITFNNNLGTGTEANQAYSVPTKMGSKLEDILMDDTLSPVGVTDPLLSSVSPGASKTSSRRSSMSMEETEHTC
# FBW7 activator: activators of human E3 ligase FBW7; AlphaScreen FBW7–phospho-cyclin E peptide binding, activator screen; normalized activity (activation), % at 26.1 µM; actives 0.13% (n = 650,000); AID 1259310; in the data active means normalized activity above about 1.9%;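 further: purified mutant Fbw7 with reduced substrate affinity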
# GPR151 activ: activators of human GPR151; PathHunter beta-arrestin GPR151 cells, luminescence; activation, % at 11.2 µM; actives 1% (n = 650,000); AID 1508602; in the data active means activation above about 4.9%;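 further: 0% = median of compound wells and 100% = cells with positive control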
# Target sequence (Q8TDV0 whole entry, looked up): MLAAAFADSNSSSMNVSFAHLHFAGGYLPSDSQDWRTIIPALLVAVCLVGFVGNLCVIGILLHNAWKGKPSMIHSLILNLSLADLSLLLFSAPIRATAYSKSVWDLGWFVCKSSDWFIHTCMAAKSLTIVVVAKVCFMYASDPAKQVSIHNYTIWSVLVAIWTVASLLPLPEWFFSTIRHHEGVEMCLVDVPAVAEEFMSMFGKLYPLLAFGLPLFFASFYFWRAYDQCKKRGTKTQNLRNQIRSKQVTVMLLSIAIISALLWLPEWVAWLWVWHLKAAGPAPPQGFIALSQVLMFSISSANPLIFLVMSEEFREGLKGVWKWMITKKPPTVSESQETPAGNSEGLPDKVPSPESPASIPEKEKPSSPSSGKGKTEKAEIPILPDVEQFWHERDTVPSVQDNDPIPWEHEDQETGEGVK
# * hit, by the source's call; . = not tested or not shown. Compounds as they come; about 3.4% have a hit in one of these screens.
SMILES,TEAD-YAP inh,MITF inh,FBW7 activator,GPR151 activ
O=C(c1ccco1)N(Cc1ccc(Cl)cc1)Cc1ccco1,0.0,10.2,-0.1,4.5
Cc1cc(/C=N/NC(=O)CSc2ncccn2)c(C)n1-c1ccccc1F,-9.9,4.1,-0.2,0.4
COc1ccc(OC)c(CNCc2c(C(=O)O)n(Cc3cccc(F)c3)c3ccccc23)c1,20.9,5.9,-0.2,1.0
Cc1ccc(CNC(=O)c2nc3c(nnn3CC3CCCO3)c(=O)[nH]2)cc1 (stereo unspecified),6.5,18.3,0.4,0.4
O=C(Nc1nnc(-c2ccc3c(c2)CCCC3)o1)C1=COCCO1,-22.7,-4.5,-0.1,1.1
CCN(/C=N/c1sc2c(c1C#N)CC(C)(C)NC2(C)C)CC,-6.3,14.0,0.0,0.0
CCCN1CCC(N(C(=O)c2ccc(Cl)nc2)C2CC2)CC1,-0.2,14.2,-0.1,-0.9
O=S(=O)(Nc1ccc(F)cc1)c1ccc2c(c1)Cc1cc(S(=O)(=O)Nc3ccc(F)cc3)ccc1-2,4.4,-20.9,0.0,1.9
Cc1cc(C)n2c(SCC(=O)N(C)C3CCCCC3)nnc2n1,1.6,20.7,-0.1,-0.8
NCCc1csc(-c2nc(CCN)cs2)n1,-6.9,15.1,0.1,-1.0
COc1ccc(NC(=O)C2CCCCC2)cc1,-34.5,6.3,0.0,2.0
CC(=O)Nc1ccccc1N1CCN(C(=O)c2ccc(Cl)cc2)CC1,-1.1,-5.1,0.0,-0.3
CCN(CCNS(=O)(=O)c1ccc2[nH]c(=O)sc2c1)c1ccccc1,9.7,-6.5,-0.1,1.2
O=S(=O)(NCC1COc2ccccc2O1)c1ccccc1 (stereo unspecified),-9.9,0.2,-0.3,-0.3
CCc1ccc(N(CC)C(=O)Cc2nc(-c3ccc(OC)cc3)no2)cc1,-11.1,2.4,-0.1,-1.6
COc1cc(-c2ncnn2-c2ccc(Br)cc2F)ccc1O,1.0,6.1,0.7,-0.6
COC(=O)c1sccc1S(=O)(=O)NCc1ccc(S(N)(=O)=O)cc1,0.6,6.4,0.8,-0.8
O=C(c1cc(F)ccc1F)N1CCC2(CCC(=O)N2Cc2ccccc2)CC1,-1.9,14.6,0.1,-0.6
NC(=O)c1ccccc1NC(=O)c1ccc(COc2ccccc2Cl)o1,6.6,6.2,-0.1,-0.4
Cc1nc(Nc2nc3ccccc3o2)nc(C)c1C,-37.7,-4.2,0.1,-8.2

# Reformatted bar-delimited: part of the list above.
molecule | TEAD-YAP inh | MITF inh | FBW7 activator | GPR151 activ
CCc1ccc(N(CC)C(=O)Cc2nc(-c3ccc(OC)cc3)no2)cc1 | -11.1 | 2.4 | -0.1 | -1.6
CCN(CCNS(=O)(=O)c1ccc2[nH]c(=O)sc2c1)c1ccccc1 | 9.7 | -6.5 | -0.1 | 1.2
COC(=O)c1sccc1S(=O)(=O)NCc1ccc(S(N)(=O)=O)cc1 | 0.6 | 6.4 | 0.8 | -0.8
Cc1nc(Nc2nc3ccccc3o2)nc(C)c1C | -37.7 | -4.2 | 0.1 | -8.2
NC(=O)c1ccccc1NC(=O)c1ccc(COc2ccccc2Cl)o1 | 6.6 | 6.2 | -0.1 | -0.4
O=S(=O)(NCC1COc2ccccc2O1)c1ccccc1 (stereo unspecified) | -9.9 | 0.2 | -0.3 | -0.3
COc1ccc(NC(=O)C2CCCCC2)cc1 | -34.5 | 6.3 | 0.0 | 2.0

# (cont.)
SMILES,TEAD-YAP inh,MITF inh,FBW7 activator,GPR151 activ
CN(CCc1ccccc1)C1CCCN(Cc2cnc(N3CCCC3)s2)C1 (stereo unspecified),-10.4,4.8,0.0,-1.9
CC(C)[C@H](NS(=O)(=O)c1cccc(C(F)(F)F)c1)C(=O)Nc1nccs1,-2.9,18.7,0.6,-0.9
CC(C(=O)Nc1ccc(F)cc1)c1ccccc1 (stereo unspecified),7.9,12.0,0.2,-0.8
COc1ccc(C[C@@H]2NC(=O)[C@H]3CN(Cc4ccc(C)cc4)CCN3C2=O)cc1,-7.6,9.0,0.8,-1.1
O=C(Nc1ccc(F)cc1F)NC1(C(=O)NCc2cccnc2)CCCCC1,-0.6,-6.3,0.0,-0.6
Cc1ccc(S(=O)(=O)CCc2nnc(N)s2)cc1,5.6,-1.1,-0.4,0.3
CCOc1cc(CNC(CC)CO)ccc1OCC(=O)Nc1cccc(C(F)(F)F)c1 (stereo unspecified),-5.8,5.4,-0.1,0.5
CCCCc1nc(SCCC(C)C)c2c(=O)n(C)c(=O)n(C)c2n1,-1.8,-11.0,-0.1,0.4
COC(=O)c1ccc(/C=N/n2c(-c3ccncc3)n[nH]c2=S)cc1,3.5,12.2,0.3,-1.1
NC(=S)N/N=C1/CCCCC1c1ccccn1 (stereo unspecified),-1.4,-10.3,-0.5,0.1
CC(C)(C)C1CCc2c(sc(NC(=O)c3nn4c(C(F)(F)F)cc(-c5ccc(Br)cc5)nc4c3Cl)c2C#N)C1 (stereo unspecified),9.6,9.3,0.3,-0.1
Cc1ccccc1OCC(=O)NCCN1CCCC1,4.5,3.7,0.0,-0.7
CCOc1ccc(CN2CCC(C(=O)N3CCOCC3)CC2)cc1,1.1,46.2,0.4,-2.1
O=C(CSc1nnc(-c2ccc(Cl)cc2)o1)N1CCN(c2ccc(O)cc2)CC1,-3.9,-4.0,0.1,2.7
Cc1ccn2c(CNCCc3nc(C)cc(C)n3)c(C(=O)N3CCCCCC3)nc2c1,11.0,-5.5,0.0,-0.6
NCCOc1ccc(C(=O)Nc2ccc3[nH]ncc3c2)cn1,54.1*,22.8,0.3,2.8
O=C(O)C1CC1C(=O)Nc1ccc2snnc2c1 (stereo unspecified),-0.2,12.9,0.1,-0.8
COc1ccc(CC(=O)OCC(=O)Nc2ccc(Cl)cc2)cc1,7.3,19.8,1.1,-1.0
Cc1cc(OCC(=O)O)c2c(C)c(Cc3ccccc3)c(=O)oc2c1,-3.5,1.3,0.0,1.4
COC(=O)N/N=C(\C)c1ccccc1F,-7.5,7.8,0.1,1.2
S=C(c1cn(Cc2ccc(Br)cc2)c2ccccc12)N1CCCC1,-1.7,15.1,0.0,0.1
Cc1c(NC(=S)NC(=O)c2cncc(Br)c2)c(=O)n(-c2ccccc2)n1C,4.4,-0.1,-0.3,2.0
FC(F)(F)c1ccc(CN2CCN(Cc3ccc(Br)cc3)CC2)cc1,-2.8,2.9,0.1,-0.2
CCN(CCCNC(=O)Cn1c(C)cc2ccccc2c1=O)c1cccc(C)c1,-3.9,-14.2,-0.1,0.0
O=C1N[C@H](CO)C(=O)N2CCN(Cc3cnn(-c4cccc(Cl)c4)c3)C[C@H]12,-4.4,9.1,0.8,-0.1
COc1ccc(-c2nnc(C3CCN(S(=O)(=O)C(C)C)CC3)o2)cc1,6.5,10.2,0.8,-1.4
N#Cc1ccccc1S(=O)(=O)N1CCOCC1,-2.2,3.7,-0.1,-0.3
Cc1cc(=O)nc2c3ccccc3n(CC(=O)NCCCN(Cc3ccccc3)C(C)C)n12,3.8,2.0,0.1,-0.3
COc1ccc(Cl)cc1NC(=O)CN(Cc1ccccc1)S(=O)(=O)c1ccc(C)cc1,3.4,-2.1,0.1,3.0
COc1ccc(OCC(=O)OCC(=O)N2CC(C)OC(C)C2)cc1 (stereo unspecified),2.8,-9.4,0.0,-1.0
CSc1cccc(NC(=O)Nc2cc3sccc3n2C)c1,-7.4,-6.7,0.1,2.4
COC(=O)C1CCN(CC(O)COc2ccc(CN(C)Cc3nccn3C)cc2)CC1 (stereo unspecified),5.4,10.7,0.1,-0.8
O=C1C=C(Nc2ccccc2)C(=O)N1c1ccccc1,-43.7,-3.6,0.2,0.4
Cc1c(C(=O)N2CCN(c3ccccc3)CC2)sc2ncnc(N3CCN(c4ccccc4)CC3)c12,-2.2,-3.7,-0.3,0.4
Cn1nc(-c2ccccc2)cc1C(=O)N1CC(c2nc(-c3ccccn3)no2)C1,10.9,-7.5,-0.1,0.8
CC(=O)C12c3ccccc3C(c3ccccc31)C1C(=O)N(c3cc(C(F)(F)F)ccc3Cl)C(=O)C12 (stereo unspecified),-2.8,2.4,0.0,-0.4
COc1cccc2cc(C(=O)Nc3ccccc3NC(=O)c3ccc(C(F)(F)F)cc3)c(=O)oc12,-14.5,-18.1,0.1,0.6
CC(NC(=O)c1cccc(Br)c1)c1ccccc1 (stereo unspecified),9.2,-2.9,-0.1,1.3
Cc1cccc(C(=O)N(CN2CCCC2=O)c2cccc(Cl)c2)c1,-7.4,-8.5,0.0,0.0
COc1ccc(Nc2cc(N3CCCCCC3)c3noc4c3c2C(=O)c2ccccc2-4)cc1,5.1,32.3,-0.1,-1.5
OC(COc1ccc(Nc2ccccc2)cc1)COc1ccc(Nc2ccccc2)cc1,5.8,20.1,0.0,-0.1
COc1ccc(N2CCN(C3CCCN(C(=O)CCn4cnnn4)C3)CC2)cc1 (stereo unspecified),-5.9,-2.9,-0.1,-2.1
COc1cc2c(cc1OC)C(C(=O)N1CCN(C)CC1)C(c1ccccc1F)N(C)C2=O (stereo unspecified),-1.1,-8.5,-0.1,-0.1
C[C@@H](Cn1nc(-c2cccs2)oc1=O)NC(=O)c1ccc(=O)[nH]n1,2.2,3.7,0.2,-0.7
CC(=O)c1nc2ccccc2n1S(=O)(=O)c1ccc(Cl)cc1,-0.9,0.8,0.1,5.2*
COc1ccccc1CNC(=O)c1cc2c(=O)[nH]c3ccccc3c2n1C,-1.1,-3.0,4.8*,1.7
COc1ccc2nc(N(Cc3ccccc3)C(=O)c3ccco3)sc2c1,1.9,-9.4,-0.2,0.4
Cc1ccc(S(=O)(=O)NCCC(=O)NCc2ccccc2Cl)cc1,-8.7,-14.1,0.6,-1.5
CCOc1ccc(CN[C@H]2C[C@@H](C(=O)NCCOC)N(Cc3cccc(Cl)c3)C2)cc1,3.2,8.7,-0.2,-0.5
COc1cccc(/C=N/Nc2nnnn2-c2cccc3ccccc23)c1OC,-14.7,2.3,0.3,-0.5
# Additional results.
SMILES,TEAD-YAP inh,MITF inh,FBW7 activator,GPR151 activ
CCOc1ccc(-c2nnc3ccc(SCC(=O)NCC4CCCO4)nn23)cc1 (stereo unspecified),1.6,7.7,0.1,-0.3
CC1CN(c2nc(N3CCCC3)nc3ccccc23)CC(C)N1 (stereo unspecified),-8.5,13.8,-0.1,-0.9
COc1ccc(C(=O)O/N=C(\N)c2cccc(C)c2)cc1OC,-68.4,22.0,0.4,1.4
CN1C(=O)CC(CC(=O)N2CCN(c3ccccc3)C(=O)C2)(c2ccccc2Cl)C1=O (stereo unspecified),-3.0,6.7,-0.2,-0.1
O=C(CCN1C(=O)C2C3C=CC(C4CC34)C2C1=O)OCC(=O)c1ccccc1 (stereo unspecified),1.0,-11.1,-0.1,-0.9
CCOC(=O)OC[C@H]1O[C@H](C#CC(C)(C)C)C=C[C@@H]1OC(=O)OCC,.,-7.0,-0.1,0.5
O=C(c1cn(C[C@H]2CCCN(C(=O)c3cc4ncccn4n3)C2)nn1)N1CCOCC1,4.3,-6.1,-0.2,0.3
Cc1cc(OC(=O)c2ccccc2I)c([N+](=O)[O-])c(=O)[nH]1,2.4,-2.0,0.4,-0.6
O=c1c2sccc2nc(SCC2OCCO2)n1-c1ccccc1,3.8,-12.8,-0.2,1.5
O=c1cc(O)c2sc(Nc3ccccc3)nc2[nH]1,7.4,7.5,-0.2,-0.7
N#Cc1c(N)n(CCN2CCOCC2)c2nc3ccccc3nc12,-2.0,-3.7,-0.1,-0.1
COCc1cc(C)n(CC(=O)c2ccccc2)c(=O)c1C#N,3.0,8.8,0.4,3.2
COc1ccc(NC(=O)c2c(O)c3ccccc3n(C)c2=O)cc1,-1.2,4.7,0.1,1.3
Oc1ccccc1C1=CC(c2ccc(Br)cc2)n2ncnc2N1 (stereo unspecified),-1.9,3.3,0.2,0.5
COCC(C)NC(=O)c1ccc(Cl)c([N+](=O)[O-])c1 (stereo unspecified),0.7,18.0,0.1,-0.9
COc1ccc(-c2ccc(NS(=O)(=O)c3ccccc3)cc2)nn1,-12.5,3.6,0.0,-0.9
CCOc1cc(C(=O)Nc2nnc(-c3cccc([N+](=O)[O-])c3)s2)cc(OCC)c1OCC,-15.1,6.2,0.7,-1.2
CC1C=CCC2C(=O)N(c3cccc(C(=O)Nc4ccc(F)cc4)c3)C(=O)C12 (stereo unspecified),8.8,1.8,0.1,2.5
COc1ccc(-n2nnnc2-c2ccc(C#N)cc2)cc1,13.6,0.2,0.0,2.4
CCOC(=O)c1ccc(N=c2ssc3c2-c2cc(C)ccc2NC3(C)C)cc1,-1.7,-1.0,-0.3,-0.2

# In another format: entries from further up
COc1ccc(Nc2cc(N3CCCCCC3)c3noc4c3c2C(=O)c2ccccc2-4)cc1
  TEAD-YAP inh = 5.1; MITF inh = 32.3; FBW7 activator = -0.1; GPR151 activ = -1.5
OC(COc1ccc(Nc2ccccc2)cc1)COc1ccc(Nc2ccccc2)cc1
  TEAD-YAP inh = 5.8; MITF inh = 20.1; FBW7 activator = 0.0; GPR151 activ = -0.1

# New compounds follow
SMILES,TEAD-YAP inh,MITF inh,FBW7 activator,GPR151 activ
COc1ccc(CNC(=O)C2CCC(CNc3c(N4CCCCC4)c(=O)c3=O)CC2)cc1 (stereo unspecified),4.8,10.1,0.0,-0.9
CCCc1ccc(-c2ccc(C(=O)Nc3nc4ccccc4s3)cc2)nc1,7.0,8.4,-0.2,1.3
c1ccc(-c2noc(-c3ccccc3)n2)cc1,-75.4,-9.0,0.0,-0.3
CCOc1cccc2cc(C(N)=O)c(=Nc3cccc(C(F)(F)F)c3)oc12,8.1,16.9,0.0,-0.9
c1ccc(Oc2ccc(Nc3nc(N4CCOCC4)nc(N4CCOCC4)n3)cc2)cc1,2.0,-7.0,-0.1,-0.4
CCN(CC)C(=O)C1CCCN(c2nc(Nc3cc(OC)c(OC)c(OC)c3)nc(N(CC)CC)n2)C1 (stereo unspecified),-7.3,-2.2,0.0,13.5*
COc1ccc(C)cc1NC(=O)CN(C)S(=O)(=O)c1ccc(Br)cc1,3.3,9.4,0.1,-0.1
